High-throughput results: PubChem BioAssay, several laboratories
Neddyl block: inhibitors of cullin neddylation, primary screen, biochemical, TR-FRET, uHTS, NAE and Ubc12 | 360,000 tested, 0.58% active | NEDD8-conjugating enzyme Ubc12 (Homo sapiens) + NEDD8-activating enzyme E1 regulatory … | calls only at 25 µM; in the data active = inhibition above about 36%
Rin1-Abl PPI inh: inhibitors of Rin1-Abl protein binding, primary screen, biochemical, TR-FRET; inhibition, % at 7.35 µM; 360,000 tested, 0.4% active; AID 588664, 2011; in the data active = inhibition above about 5%, passing the limit was not always enough
SKN-1 block: suppressors of acrylamide-induced Pgst-4::GFP reporter in worms, primary screen, SKN-1 inhibitor project, whole organism, uHTS, GFP/RFP fluorescence ratio, strain VP596. C. elegans VP596 Pgst-4::GFP/RFP ratio, 24 h. inhibition, % at 21.8 µM. 360,000 tested, 0.49% active;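 active = interference check ratio from 0.5 to 1.5 plus GFP to RFP signal ratio inhibition reaching or exceeding a fixed threshold, cut at about 30% in these data, passing the limit was not always enough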; note: some compounds called inactive have numbers as strong as hits
PABP1 MLLE inh: inhibitors of PABP1 MLLE–PAM2 peptide binding, primary screen, biochemical, fluorescence polarization, FITC-PAM2, GST-MLLE; Polyadenylate-binding protein 1 (Homo sapiens), P11940; inhibition, % at 20 µM; 360,000 tested, 0.36% active; AID 588489, 2011; in the data active = inhibition above about 35%, passing the limit was not always enough;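 note: plate controls were DMSO wells with GST-MLLE for no effect and wells lacking GST-MLLE protein for full effect; some results filed as inactive read as strong as hits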
FAS-TE inh: FAS thioesterase domain inhibitors, primary screen, biochemical, fluorescence intensity, uHTS | inhibition, % at 15 µM | 360,000 tested, 0.67% active | recombinant FAS-TE, OMFH fluorogenic substrate, fluorescence endpoint | Fatty acid synthase (Homo sapiens), P49327;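 active = compounds whose normalised, plate-corrected inhibition of enzyme fluorescence in the single-dose primary screen is 50% or more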;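 note: 0% = DMSO with enzyme and 100% = substrate without enzyme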
Target sequence (P49327 whole entry, looked up, the tested form may be a part): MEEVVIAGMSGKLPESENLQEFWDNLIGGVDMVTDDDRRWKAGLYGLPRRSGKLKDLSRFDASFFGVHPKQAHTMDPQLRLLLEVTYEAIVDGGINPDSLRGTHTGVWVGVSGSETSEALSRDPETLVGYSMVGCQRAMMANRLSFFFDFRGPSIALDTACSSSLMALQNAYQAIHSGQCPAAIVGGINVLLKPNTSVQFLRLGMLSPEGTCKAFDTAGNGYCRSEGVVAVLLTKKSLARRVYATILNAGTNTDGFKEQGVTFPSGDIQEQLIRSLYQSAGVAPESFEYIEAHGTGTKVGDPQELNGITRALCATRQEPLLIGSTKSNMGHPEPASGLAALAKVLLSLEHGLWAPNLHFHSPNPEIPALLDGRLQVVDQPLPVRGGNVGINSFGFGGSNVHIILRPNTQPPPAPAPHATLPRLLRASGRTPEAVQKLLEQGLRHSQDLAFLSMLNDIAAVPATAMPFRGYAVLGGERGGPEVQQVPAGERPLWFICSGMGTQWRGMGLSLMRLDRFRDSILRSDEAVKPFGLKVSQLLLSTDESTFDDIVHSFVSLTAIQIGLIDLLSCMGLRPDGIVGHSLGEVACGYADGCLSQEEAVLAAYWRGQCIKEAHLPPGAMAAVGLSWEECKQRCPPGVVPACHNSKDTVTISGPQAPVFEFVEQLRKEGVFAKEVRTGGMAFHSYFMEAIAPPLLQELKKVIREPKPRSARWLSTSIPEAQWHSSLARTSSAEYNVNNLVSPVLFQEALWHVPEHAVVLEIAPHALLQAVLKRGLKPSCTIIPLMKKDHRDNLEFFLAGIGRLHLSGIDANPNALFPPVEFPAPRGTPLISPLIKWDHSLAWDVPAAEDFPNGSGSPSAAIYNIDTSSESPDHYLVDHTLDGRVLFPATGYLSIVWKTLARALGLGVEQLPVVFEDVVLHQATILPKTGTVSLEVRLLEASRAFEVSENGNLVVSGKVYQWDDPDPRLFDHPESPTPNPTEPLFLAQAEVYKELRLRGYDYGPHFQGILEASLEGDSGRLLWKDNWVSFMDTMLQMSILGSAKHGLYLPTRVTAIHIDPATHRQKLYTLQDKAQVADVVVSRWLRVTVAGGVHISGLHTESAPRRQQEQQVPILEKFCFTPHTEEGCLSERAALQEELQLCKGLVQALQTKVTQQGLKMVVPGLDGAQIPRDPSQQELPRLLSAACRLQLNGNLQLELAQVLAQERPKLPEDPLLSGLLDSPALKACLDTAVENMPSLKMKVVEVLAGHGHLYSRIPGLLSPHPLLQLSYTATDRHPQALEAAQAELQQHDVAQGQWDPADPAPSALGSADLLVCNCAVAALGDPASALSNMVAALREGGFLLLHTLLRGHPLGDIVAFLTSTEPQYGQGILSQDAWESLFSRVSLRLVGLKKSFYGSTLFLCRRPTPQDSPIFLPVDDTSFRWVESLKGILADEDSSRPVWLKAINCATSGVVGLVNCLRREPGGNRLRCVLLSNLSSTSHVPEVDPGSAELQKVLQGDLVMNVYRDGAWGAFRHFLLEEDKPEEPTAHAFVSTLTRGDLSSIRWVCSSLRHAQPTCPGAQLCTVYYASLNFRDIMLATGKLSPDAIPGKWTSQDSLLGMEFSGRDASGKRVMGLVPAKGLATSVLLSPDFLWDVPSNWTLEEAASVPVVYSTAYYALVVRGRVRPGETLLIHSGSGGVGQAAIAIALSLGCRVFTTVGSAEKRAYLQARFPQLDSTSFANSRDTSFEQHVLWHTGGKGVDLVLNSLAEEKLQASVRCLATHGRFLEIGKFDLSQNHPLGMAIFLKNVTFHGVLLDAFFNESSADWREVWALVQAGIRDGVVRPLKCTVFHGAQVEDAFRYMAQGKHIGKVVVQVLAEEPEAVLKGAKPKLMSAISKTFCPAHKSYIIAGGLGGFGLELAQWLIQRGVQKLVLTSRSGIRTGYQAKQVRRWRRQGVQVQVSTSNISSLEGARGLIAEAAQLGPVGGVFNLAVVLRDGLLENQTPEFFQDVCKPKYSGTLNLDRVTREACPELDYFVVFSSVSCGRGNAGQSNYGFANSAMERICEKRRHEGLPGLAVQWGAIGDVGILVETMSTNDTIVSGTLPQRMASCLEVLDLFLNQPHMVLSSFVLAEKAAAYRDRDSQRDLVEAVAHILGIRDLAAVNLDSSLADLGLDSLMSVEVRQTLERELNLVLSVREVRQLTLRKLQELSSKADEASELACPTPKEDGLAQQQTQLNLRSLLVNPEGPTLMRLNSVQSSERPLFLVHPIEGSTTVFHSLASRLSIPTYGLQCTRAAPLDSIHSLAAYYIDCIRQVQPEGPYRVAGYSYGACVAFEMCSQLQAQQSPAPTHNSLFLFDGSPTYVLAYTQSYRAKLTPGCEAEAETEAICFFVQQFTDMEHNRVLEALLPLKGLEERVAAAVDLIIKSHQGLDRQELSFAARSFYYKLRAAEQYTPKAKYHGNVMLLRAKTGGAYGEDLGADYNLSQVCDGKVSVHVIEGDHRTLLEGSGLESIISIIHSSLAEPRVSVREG
MT1-MMP act inh: blockers of MT1-MMP proenzyme processing, primary screen, HT1080 RFP-PRO-GFP cells, GFP/RFP fluorescence | GFP/RFP ratio fluorescence, overnight; percent of plate control window, DMSO zero | GFP/RFP ratio change, % at 20 µM | 360,000 tested, 0.061% active;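 active = GFP/RFP ratio change of at least 30% with cell ATP level not reduced by more than half and red fluorescence within 50% of control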; note: strong numbers were not always called active
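Assay system: HT1080 RFP-PRO-GFP cells | Dosing: 20 µM single dose, 1% DMSO | Incubation: Cells overnight before dosing, compound overnight, 37 °C, 5% CO2 | Evaluation: GFP/RFP fluorescence ratio | Control set: DMSO-only wells and HT1080 RFP-L50D-GFP cell wells as references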
CSN deneddyl inh: inhibitors of CSN-mediated cullin deneddylation, primary screen, biochemical, fluorescence polarization, uHTS; inhibition, % at 12.5 µM; Purified CSN, SCF-Nedd8-OG deneddylation; 360,000 tested, 0.38% active;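 active = pattern-corrected inhibition above about 35%, with an unprinted fluorescence ratio check between 0.5 and 1.5, limit read from the data, passing the limit was not always enough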;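 note: 0% = enzyme with substrate and 100% = substrate without enzyme; some results filed as inactive read as strong as hits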
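Test system: Human Csn5 produced in HEK293T cells | Compound: 12.5 µM single point | Times: 90 min, room temperature | Signal: Fluorescence polarization readout | Read-out basis: % inhibition of substrate cleavage by Csn5 | Controls: no-enzyme wells high, enzyme-with-substrate wells low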
Rpn11 block: Rpn11 (PSMD14) deubiquitinase inhibitors, primary screen, biochemical, fluorescence polarization, uHTS; human 26S proteasome, Ub4-pepOG fluorescence polarization; 20S core pre-blocked with epoxomicin; calls only at 20 µM; 360,000 tested, 0.59% active; AID 588493, 2011;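 active = inhibition at 20 µM, scaled to each plate's controls, above about 33%, limit read from the data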
NadD block: inhibitors of S. aureus NadD, primary screen, biochemical, colorimetric, uHTS; Nicotinate-nucleotide adenylyltransferase NadD (Staphylococcus aureus N315); purified NadD enzyme, colorimetric absorbance read-out; inhibition, % at 20 µM; 360,000 tested, 0.78% active; AID 602399, 2012; in the data active = inhibition above about 26%; note: some compounds past the cut are filed as inactive
The depositor's hits bear a star; i = inactive; . = no result given; + = active, no number; & = joins results of further samples. Rows were taken by chance; any-hit rate near 3.9%.

The line under a structure holds: Neddyl block	Rin1-Abl PPI inh	SKN-1 block	PABP1 MLLE inh	FAS-TE inh	MT1-MMP act inh	CSN deneddyl inh	Rpn11 block	NadD block
COc1ccc(C(=O)CSc2nc(SC)ns2)cc1OC
  i	-2	-10	-4	1	-4	2	i	-3
COCCNC(=O)c1cccc2c(-c3ccnn3C)coc12
  i	-2	8	-13	-3	4	-5	i	-4
O=S1(=O)CC/C(=N\Nc2ccccc2)c2ccsc21
  i	1	8	20	9	7	5	i	0
CCC(C)C(N)C1=NC(C(=O)N[C@@H](CC(C)C)C(=O)N[C@H](CCC(=O)[O-])C(=O)N[C@H](C(=O)N[C@H]2CCCCNC(=O)[C@H](CC(N)=O)NC(=O)[C@@H](CC(=O)[O-])NC(=O)[C@H](Cc3cnc[nH]3)NC(=O)[C@@H](Cc3ccccc3)NC(=O)[C@H]([C@@H](C)CC)NC(=O)[C@@H](CCCN)NC2=O)[C@@H](C)CC)CS1.[Zn+2] (stereo not given in full)
  i	1	6	25	-4	1	27	i	21
CCCC(c1nnnn1Cc1ccccc1)N1CCN(c2ccccc2OC)CC1 (stereo not given)
  i	1	-11	1	7	-6	2	i	-6
Cc1onc(-c2c(Cl)cccc2Cl)c1C(=O)Nc1ccc(C(N)=O)cc1
  i	3	7	3	-5	-1	0	i	-4
CN(C)c1ccc(C(=O)Nc2cccc(S(=O)(=O)N3CCCC3)c2)cc1
  i	4	-1	0	7	3	0	i	-2
COc1ccccc1C(=O)COC(=O)c1cc([N+](=O)[O-])ccc1N1CCOCC1
  i	0	13	-9	68*	4	-3	i	-8
Cc1ccc(Nc2nnc(SCC3CCCCO3)s2)cc1 (stereo not given)
  i	1	8	-26	0	1	-7	i	0
CC(=O)c1ccc(-n2c(=O)[nH]c(=O)c3c(N)c(C(=O)c4ccc(Cl)cc4)sc32)cc1
  i	1	7	2	23	-2	5	i	23

(more compounds)
The line under a structure holds: Neddyl block	Rin1-Abl PPI inh	SKN-1 block	PABP1 MLLE inh	FAS-TE inh	MT1-MMP act inh	CSN deneddyl inh	Rpn11 block	NadD block
O=C1c2ccccc2CCCC12N=NCC2c1cccc2ccccc12 (stereo not given)
  i	0	-4	0	26	1	-4	i	-8
CNC(=O)COc1ccc(S(=O)(=O)Nc2ccccc2)cc1
  i	-3	11	15	-3	2	-2	i	-5
O=C(OCC(=O)N1CCCc2ccccc21)c1cc(S(=O)(=O)N2CCOCC2)ccc1F
  i	0	11	-22	1	-2	1	i	-5
COc1ccc(OC)c(Cc2nnc(CCC(=O)N3CCCCC3c3nccs3)o2)c1 (stereo not given)
  i	-6	3	-6	-7	-1	-1	i	-8
O=C(Nc1ccccc1)C(c1ccccc1)C1CCCC1 (stereo not given)
  i	4	1	3	13	1	0	i	-2
O=C(O)c1ccc(C(=O)c2ccc3c(c2)C(=O)N(CC2CCCO2)C3=O)cc1 (stereo not given)
  i	2	-11	6	-12	2	1	i	-3
COc1ccccc1NC(=O)Cc1cccc2ccccc12
  i	-3	24	-11	7	-1	0	i	-11
CCc1ccc(NC(=O)C(=O)N/N=C(\C)CC(=O)Nc2ccccn2)cc1
  i	-2	-3	16	-2	9	-4	i	1
O=C(/C=C/c1ccc(OC2CSC2)cc1)c1ccccc1
  i	3	3	-19	7	-3	10	i	3
C[C@H](CO)N1C[C@H](C)[C@@H](CN(C)C(=O)Nc2ccc(C(F)(F)F)cc2)Oc2c(NC(=O)Nc3ccccc3)cccc2C1=O
  i	1	19	-2	64*	2	-4	i	-8

Copied from the entries so far (3 entries):
The line under a structure holds: Neddyl block	Rin1-Abl PPI inh	SKN-1 block	PABP1 MLLE inh	FAS-TE inh	MT1-MMP act inh	CSN deneddyl inh	Rpn11 block	NadD block
COc1ccccc1NC(=O)Cc1cccc2ccccc12
  i	-3	24	-11	7	-1	0	i	-11
CCc1ccc(NC(=O)C(=O)N/N=C(\C)CC(=O)Nc2ccccn2)cc1
  i	-2	-3	16	-2	9	-4	i	1
O=C(/C=C/c1ccc(OC2CSC2)cc1)c1ccccc1
  i	3	3	-19	7	-3	10	i	3

New compounds follow.
The line under a structure holds: Neddyl block	Rin1-Abl PPI inh	SKN-1 block	PABP1 MLLE inh	FAS-TE inh	MT1-MMP act inh	CSN deneddyl inh	Rpn11 block	NadD block
CCOc1cc(S(=O)(=O)NCc2ccc3c(c2)OCO3)ccc1F
  i	0	9	-2	7	2	-1	i	2
Cc1ccc(NC(=O)CNc2cccc(C)c2C)c(C)c1
  i	-1	4	4	4	4	-1	i	5
COc1ccc(NS(=O)(=O)c2cccc(C(=O)NNC(=O)CNC(=O)c3ccco3)c2)cc1
  i	4	5	11	-4	-3	0	i	-2
COc1ccc(NC2=NC(=S)N(c3ccccc3C)C23CCCCC3)cc1
  i	-1	-2	-50	9	3	3	i	10
C/C(=N/NS(=O)(=O)c1ccc(Cl)cc1)c1cccc(NC(=O)c2ccncc2)c1
  i	1	1	-10	0	2	-3	i	-2
COC(=O)CSc1nnc(CNC(=O)c2ccc(S(=O)(=O)N3CCOCC3)cc2)n1C
  i	3	-11	-19	-13	2	-1	i	3
O=C(/C=C/c1cccs1)Nc1ccc(S(=O)(=O)Nc2ncccn2)cc1
  i	-3	-7	7	-15	2	4	i	-6
CCN1C(=O)NC(c2cc(Br)ccc2OC)C(C(=O)OC)=C1C (stereo not given)
  i	-2	18	-6	-3	-3	0	i	-10
CCCCCCSc1ccc([C@@H]2[C@H]3C(=O)N(C)C(=O)[C@H]3[C@]3(C(=O)OC)CCCCN23)cc1OC
  i	3	-3	-17	26	-7	7	i	0
Cc1ccc([C@H]2C[C@H](O)[C@@H](n3cc(COC(=O)c4ccccc4)nn3)CN2C(=O)C2CCCCC2)cc1
  i	0	3	0	2	3	0	i	-1

Next section
The line under a structure holds: Neddyl block	Rin1-Abl PPI inh	SKN-1 block	PABP1 MLLE inh	FAS-TE inh	MT1-MMP act inh	CSN deneddyl inh	Rpn11 block	NadD block
CCOc1ccc(C(=O)NC(=S)Nc2ccccc2N2CCC(C)CC2)cc1[N+](=O)[O-]
  i	1	-10	33	17	-13	-3	i	17
Cn1c(=O)c2nc(-c3ccccc3)oc2c2ccccc21
  .	-4	20	-38	2	-9	-2	i	1
COc1cc2ncnc(NCCCN3CCOCC3)c2cc1OC
  i	1	4	4	-6	6	-1	i	-3
O=C(NCC[C@H]1CC[C@H](NS(=O)(=O)c2ccccc2F)[C@@H](CO)O1)c1ccc(F)cc1
  i	.	-7	.	.	2	0	.	.
O=C(O)c1cccc(N2CCCC2=O)c1
  i	0	13	-5	-5	-4	-1	i	3
CC(C)(C)NCC(O)COc1cccc2[nH]c(=O)[nH]c12 (stereo not given)
  i	0	-1	0	-4	0	0	i	2
O=C(O)c1ccc(NC(=O)C2(c3ccccc3)CCOCC2)cc1
  i	0	-15	6	-6	-3	-4	i	2
COC1=C/C(=C/c2c(N)n3nc(CC(=O)N4CCOCC4)sc3nc2=O)C=CC1=O
  i	0	-3	-61	-3	-33	16	+	10
Cn1c(-c2cccc([N+](=O)[O-])c2)[n+](C)c2ccccc21
  i	1	-2	8	-4	-3	2	i	-2
COc1cccc(C(=O)Nc2cccc(NC(C)=O)c2)c1
  i	-2	16	-7	-8	10	4	i	-2

Carrying on:
The line under a structure holds: Neddyl block	Rin1-Abl PPI inh	SKN-1 block	PABP1 MLLE inh	FAS-TE inh	MT1-MMP act inh	CSN deneddyl inh	Rpn11 block	NadD block
COc1ccc2c(c1OC)C(=O)OC2C1c2c(cc3c(c2OC)OCO3)CCN1C (stereo not given)
  i	2&1&0	-6&10&-12	2&-9&8	-1&0&-1	-1&2	1&1&-6	i	-1&4&-5
O=C(c1ccc(S(=O)(=O)c2cccc(Cl)c2)c([N+](=O)[O-])c1)N1CCN(c2ccccn2)CC1
  i	5	-14	-17	26	-6	7	i	-1
O=C(NCc1ccco1)C1Cc2c(-c3ccccc3Oc3ccccc3)ccnc2O1 (stereo not given)
  i	-6	16	-13	18	0	-1	i	0
CCOC(=O)c1ccccc1NC(=O)CSc1nc2[nH]ncc2c(=O)[nH]1
  i	2	6	-9	-4	-1	-3	i	3
CCOc1ccccc1NC(=O)c1ccc(C(=O)Nc2ccccc2OCC)nc1
  i	1	16	4	-1	2	1	i	-4
CCOc1ccc(N2C(=O)C3CC(C)=C(C)CC3C2=O)c([N+](=O)[O-])c1 (stereo not given)
  i	-1	1	16	6	4	2	i	-4
CCC/C(C#Cc1cc(OC)cc(OC)c1)=C1/c2ccccc2C(=O)N1c1ccccc1
  i	3	4	4	17	2	-1	i	3
CCOC(=O)N1CCN(C(=O)CSCc2ccccc2)CC1
  i	-2	0	18	-7	3	-13	i	-3
COCC(=O)N(C)C[C@H]1N[C@@](Cc2ccccc2)(C(=O)OC)[C@H]2C(=O)N(Cc3ccccc3)C(=O)[C@@H]12
  i	1	12	12	-6	3	0	i	0
Cc1ccc(S(=O)(=O)NCC(=O)OCC(=O)N2CC(=O)Nc3ccccc32)cc1
  i	1	14	-33	1	0	-3	i	-2

Following part:
The line under a structure holds: Neddyl block	Rin1-Abl PPI inh	SKN-1 block	PABP1 MLLE inh	FAS-TE inh	MT1-MMP act inh	CSN deneddyl inh	Rpn11 block	NadD block
O=C(CNC(=O)OCc1ccccc1)OC(c1ccccc1)c1ccccc1
  i	1	-7	4	17	-6	0	i	1
CCCN(CC(=O)Nc1ccccc1OC)C(=O)CSC(=S)N1CCCC1
  i	2	-13	4	-5	1	-3	i	-3
CC(C)C(C(=O)O)N1C(=O)C2C3CCC(C3)C2C1=O (stereo not given)
  i	2	-4	15	-11	0	2	i	-3
O=C(CN1C(=O)c2ccccc2S1(=O)=O)NCCc1ccc(F)cc1
  i	3	-22	3	-3	-3	-1	i	-2
CCCOc1ccc(NC(=O)C2CC(=O)N/C(=N/N=C(C)/C=C/c3ccc(N(C)C)cc3)S2)cc1 (stereo not given)
  i	-2	4	-91	5	-10	3	.	56*
CCOc1ccc(Nc2cc(Nc3ccccc3OCC)nc(C=C(C#N)C#N)n2)cc1
  i	-2	19	-6	-1	1	96	i	-8
